Compound activity from PubChem BioAssay.
PfHsp90 yeast 2: reduces growth (ATP signal) of yeast expressing P. falciparum Hsp90; 310,000 tested, 0.32% active; inhibition, % at 9.4 µM; AID 504621; S. cerevisiae expressing PfHsp90, BacTiter-Glo ATP, 48 h; yeast lacking PDR1 and PDR3 efflux regulators;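 active = every replicate shows inhibition above about 80%, whatever the replicate mean, limit read from the data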;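 also: 0% = DMSO neutral controls and 100% = 20 µM radicicol positive controls; yeast relying on Plasmodium falciparum Hsp90 in place of its own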
AddAB inh: less growth of phage-infected E. coli with AddAB. E. coli expressing H. pylori AddAB, absorbance growth. inhibition, % at 11.9 µM. 330,000 tested, 0.29% active; in the data active = inhibition above about 12%;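 also: 0% = vehicle wells of infected cells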
CAL PDZ inh: blocks peptide binding to human CAL PDZ domain; Q9HD26; purified CAL PDZ, TMR-peptide fluorescence polarization, 1 h; inhibition, % at 20 µM; 330,000 tested, 0.02% active;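 active = highest replicate inhibition of at least 40%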;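 also: plate controls were DMSO neutral control wells for no effect and unlabeled competitor peptide control wells for full effect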
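Material: tagged CAL PDZ protein CerCALP, purified; buffer or medium: sodium phosphate/NaCl buffer pH 7.4 with TCEP, IgG, Thesit; also added: fluorescent TMR peptide probe; schedule: 1 h incubation at room temperature before polarization reading; technique: fluorescence polarization from S- and P-plane intensities, G-factor corrected; control set: unlabelled peptide and DMSO controls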
PvdQ acylase: blocks Pseudomonas aeruginosa PvdQ acylase activity; purified PvdQ acylase, fluorescence plate reader; inhibition, % at 10 µM; 340,000 tested, 0.063% active; AID 488965; in the data active = inhibition above about 30%, passing the limit was not always enough;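 also: 0% = vehicle neutral wells and 100% = reference inhibitor wells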
Rtt109 HAT inh: inhibitors of Candida albicans Rtt109/Vps75 histone acetyltransferase; AID 540336; inhibition, % at 34.9 µM; Q5AAJ8; 330,000 tested, 0.16% active; purified Rtt109/Vps75, ThioGlo CoA-SH fluorescence, 4 h;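 active = inhibition of at least 50% in every replicate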
Target sequence (Q5AAJ8 whole entry, looked up): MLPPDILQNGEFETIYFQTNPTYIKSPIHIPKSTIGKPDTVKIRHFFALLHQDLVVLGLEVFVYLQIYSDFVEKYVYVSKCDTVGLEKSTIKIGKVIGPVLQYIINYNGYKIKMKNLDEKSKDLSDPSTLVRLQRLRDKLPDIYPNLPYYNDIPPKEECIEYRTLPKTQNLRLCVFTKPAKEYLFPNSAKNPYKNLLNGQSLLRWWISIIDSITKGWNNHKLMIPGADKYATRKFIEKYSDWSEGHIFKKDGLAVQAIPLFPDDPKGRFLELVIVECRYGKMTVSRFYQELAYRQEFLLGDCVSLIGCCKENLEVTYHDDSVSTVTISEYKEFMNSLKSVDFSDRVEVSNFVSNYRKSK
phage Ecoli inh: E. coli growth loss with phage present; growth absorbance; 360,000 tested, 0.26% active; inhibition, % at 11.9 µM; in the data active = inhibition above about 11%
Tat export inh: E. coli Tat transport inhibition; E. coli MC4100 TorA-mCherry Tat export, fluorescence; inhibition, % at 10 µM; 340,000 tested, 0.036% active; AID 488895;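 active = mean replicate inhibition at least 50% and at least half of replicates individually reaching 50%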;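 also: exported cargo escapes ClpAP degradation while cytoplasmic cargo is degraded and loses fluorescence; 0% = median of neutral control wells and 100% = median of NaSCN control wells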
Wnt act: activators of Wnt/beta-catenin signaling. 300,000 tested, 1.2% active. Wnt/beta-catenin reporter cell assay, activator, plate reader. activation, % at 9.35 µM; in the data active = activation above about 30%, passing the limit was not always enough;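 also: 0% = neutral control wells and 100% = positive control wells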
DAGLB inhibitor: blocks human DAGLB lipase activity. inhibition, % at 5.17 µM. 340,000 tested, 0.059% active. HEK293T DAGLB membrane lysate, EnzChek fluorogenic substrate; in the data active = inhibition above about 34%;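 also: 0% = enzyme with vehicle and 100% = wells lacking enzyme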
Target sequence (Q8NCG7 whole entry, looked up): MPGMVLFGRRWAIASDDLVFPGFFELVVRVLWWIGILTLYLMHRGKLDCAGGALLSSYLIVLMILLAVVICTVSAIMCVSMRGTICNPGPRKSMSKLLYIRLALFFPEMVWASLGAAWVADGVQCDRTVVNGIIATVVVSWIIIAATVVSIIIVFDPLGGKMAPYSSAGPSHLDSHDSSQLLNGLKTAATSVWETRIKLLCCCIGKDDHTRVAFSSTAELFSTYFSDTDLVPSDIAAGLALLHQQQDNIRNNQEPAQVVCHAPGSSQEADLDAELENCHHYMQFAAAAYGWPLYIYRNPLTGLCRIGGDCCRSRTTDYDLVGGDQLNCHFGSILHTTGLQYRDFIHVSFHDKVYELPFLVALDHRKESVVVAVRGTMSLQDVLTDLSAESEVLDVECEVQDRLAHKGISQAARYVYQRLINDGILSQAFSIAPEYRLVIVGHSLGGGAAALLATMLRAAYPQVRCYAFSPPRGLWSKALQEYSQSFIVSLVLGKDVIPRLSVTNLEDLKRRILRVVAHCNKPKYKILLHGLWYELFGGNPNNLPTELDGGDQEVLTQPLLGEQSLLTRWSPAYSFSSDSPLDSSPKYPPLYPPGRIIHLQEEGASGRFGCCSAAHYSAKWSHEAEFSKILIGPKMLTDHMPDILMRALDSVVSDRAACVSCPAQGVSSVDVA
E coli growth: bacterial growth inhibition, counter-screen for AddAB inhibitors; E. coli V3065 growth, OD600 absorbance, 18 h; inhibition, % at 11.9 µM; 330,000 tested, 0.27% active;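 active = inhibition above the campaign's mean inhibition across all tested compounds plus 3 SD, cut at about 9.9% in these data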;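 also: uninfected addAB+ strain grown without phage in ampicillin broth; 0% = DMSO wells and 100% = ciprofloxacin 0.95 µg/ml wells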
Numbers without * were called inactive; . = no result given.

item	canonical_smiles	PfHsp90 yeast 2	AddAB inh	CAL PDZ inh	PvdQ acylase	Rtt109 HAT inh	phage Ecoli inh	Tat export inh	Wnt act	DAGLB inhibitor	E coli growth
1	COc1ccc(OC)c(CCNC(=O)C(C)n2nc(C)c3c(C)n(-c4ccccc4)nc3c2=O)c1 (stereo not drawn)	-38.9	1.2	-1.1	-11.8	-3.7	0.1	-1.2	-2.4	-1.2	-4.0
2	O=C1/C(=C/c2ccncc2)CCc2ccccc21	8.8	-3.3	1.4	-12.0	4.6	0.8	3.0	-0.9	-2.6	-2.2
3	COc1cccc(CN2CCNC(=O)C2CC(=O)NCCN2CCOCC2)c1OC (stereo not drawn)	-13.7	-1.3	-2.2	-6.9	-4.5	1.5	-0.9	0.6	1.2	3.6
4	Cn1c(Cc2ccccc2)nnc1SCC(=O)Nc1ccc2c(c1)OCCO2	.	2.1	-3.1	8.9	2.3	.	2.7	-0.8	-1.1	0.2
5	CCOc1ccccc1N(CC(=O)NC1CCCCC1)C(=O)CCCC(=O)Nc1ccccn1	4.3	0.8	.	-1.0	9.0	2.2	-1.4	-0.3	0.2	0.6
6	CCN(CC)S(=O)(=O)c1cc(C(=O)OCC(=O)c2ccc3c(c2)NC(=O)CO3)ccc1Cl	-14.0	4.5	-0.5	5.1	0.2	0.3	-7.8	-7.9	-1.6	0.7
7	CCOC(=O)Nc1cccc2ccccc12	11.6	-1.0	-2.4	-3.0	2.6	2.0	-0.7	-0.1	-0.1	-3.5
8	C=C(C(=O)c1ccccc1)C(C)C(=C)C(=O)c1ccccc1	-19.5	1.3	-1.9	3.7	-2.5	4.6	-6.1	-13.4	-6.2	4.5
9	Cc1c(C(=O)N2CCC(C)CC2)sc2ncnc(N(C)c3ccccc3)c12	.	1.4	-1.0	6.3	-7.3	-0.2	8.2	.	-3.7	0.3
10	COc1ccccc1NC(=O)COC(=O)C1CC2C=CC1C2 (stereo not drawn)	.	0.7	0.5	-4.6	-3.3	3.1	-4.2	-0.3	2.0	1.8
11	CCCCCCSc1ccc([C@H]2N[C@@](C)(C(=O)OC)[C@H]3C(=O)N(CC)C(=O)[C@@H]23)cc1	25.6	-0.8	0.3	-9.1	3.0	1.3	11.8	-2.7	-4.6	-4.4
12	CC1CC(C)CN(S(=O)(=O)c2ccc(NC(=O)CN3C(=O)NC(C)(c4ccccc4)C3=O)cc2)C1 (stereo not drawn)	-2.1	-0.3	-1.9	-9.8	14.4	-0.3	6.2	-0.6	-1.1	-1.2

Laid out differently: 4 of the compounds above.
Below each SMILES: PfHsp90 yeast 2, AddAB inh, CAL PDZ inh, PvdQ acylase, Rtt109 HAT inh, phage Ecoli inh, Tat export inh, Wnt act, DAGLB inhibitor, E coli growth
9	Cc1c(C(=O)N2CCC(C)CC2)sc2ncnc(N(C)c3ccccc3)c12
→ ., 1.4, -1.0, 6.3, -7.3, -0.2, 8.2, ., -3.7, 0.3
6	CCN(CC)S(=O)(=O)c1cc(C(=O)OCC(=O)c2ccc3c(c2)NC(=O)CO3)ccc1Cl
→ -14.0, 4.5, -0.5, 5.1, 0.2, 0.3, -7.8, -7.9, -1.6, 0.7
12	CC1CC(C)CN(S(=O)(=O)c2ccc(NC(=O)CN3C(=O)NC(C)(c4ccccc4)C3=O)cc2)C1 (stereo not drawn)
→ -2.1, -0.3, -1.9, -9.8, 14.4, -0.3, 6.2, -0.6, -1.1, -1.2
10	COc1ccccc1NC(=O)COC(=O)C1CC2C=CC1C2 (stereo not drawn)
→ ., 0.7, 0.5, -4.6, -3.3, 3.1, -4.2, -0.3, 2.0, 1.8

(next part)
item	canonical_smiles	PfHsp90 yeast 2	AddAB inh	CAL PDZ inh	PvdQ acylase	Rtt109 HAT inh	phage Ecoli inh	Tat export inh	Wnt act	DAGLB inhibitor	E coli growth
13	COc1ccc(C2C3=C(COC3=O)Oc3cc4c(cc32)OCO4)cc1OC (stereo not drawn)	7.5	.	-0.4	2.6	14.8	0.3	-10.1	-11.1	-3.1	.
14	CC(C(=O)O)N1C(=O)c2ccccc2C1=O (stereo not drawn)	.	-0.7	-1.7	-10.2	-2.0	0.9	-3.1	-3.9	-3.0	0.0
15	O=C1c2cc([N+](=O)[O-])cc3cc([N+](=O)[O-])cc(c23)C(=O)N1c1ccccn1	30.8	5.6	-3.1	15.6	11.0	3.2	-0.6	2.9	12.2	1.5
16	CCOC(=O)C1=C(C)Nc2ccccc2N=C1NC(=O)/C=C/c1ccc(OC)cc1OC	-4.2	1.2	-2.8	-4.0	12.6	4.6	-1.8	0.0	0.6	0.8
17	O=C(CN1CCc2ccccc21)NN1CC(=O)N(c2ccc(Cl)cc2)CC1=O	-2.2	1.3	-0.5	-6.5	-7.1	1.2	1.7	-3.2	2.6	1.4
18	Cc1ccc(NC(=O)Cn2c(CCC(=O)O)ccc2-c2cccs2)cc1	-4.1	-0.3	-1.3	-5.0	-4.3	0.1	-7.4	.	2.3	-2.4
19	CCOC(=O)C1(Cc2cccc(OC)c2)CCCN(C(=O)CCSC)C1 (stereo not drawn)	16.1	1.7	.	-12.1	5.3	-2.9	3.7	6.5	-1.2	0.9
20	CCC1CCCCN1C(=S)NC(=O)c1cc(Br)ccc1Cl (stereo not drawn)	-15.9	-0.4	-1.0	-3.7	9.4	-1.3	-1.0	6.4	-5.0	-3.2
21	Cc1ccc(CN2C(=O)N/C(=C/c3cc(C)n(-c4ccccn4)c3C)C2=O)cc1	-11.9	0.2	0.6	-5.4	3.8	3.0	7.2	1.8	3.8	1.6
22	COc1ccc(/C=C/C(=O)NC(=S)Nc2ccc(S(=O)(=O)Nc3cc(OC)ncn3)cc2)cc1	16.7	.	-3.9	-12.0	0.9	2.7	-16.3	-1.1	.	.
23	CC(C)(C)OC(=O)NNC(=O)c1cccs1	-1.6	-0.3	-0.9	-11.7	-5.7	5.2	-2.3	-3.2	.	0.3
24	CCOc1ccc(NC(=O)C2C3C=CC4(CN(C(C(=O)OC)C(C)C)C(=O)C24)O3)cc1 (stereo not drawn)	.	2.4	-0.7	-11.1	2.6	2.7	-12.1	-4.5	-1.4	1.7

item	canonical_smiles	PfHsp90 yeast 2	AddAB inh	CAL PDZ inh	PvdQ acylase	Rtt109 HAT inh	phage Ecoli inh	Tat export inh	Wnt act	DAGLB inhibitor	E coli growth
25	COc1ccc(NC(=O)C(=O)c2cn(CC(=O)N3CCCC3)c3ccccc23)cc1	-3.7	2.5	-4.6	-5.0	1.4	5.7	-8.3	-9.4	1.3	-1.2
26	C/C(=N\Nc1ncc(Cl)cc1Cl)c1ccc(C#N)cc1	-0.4	0.2	0.9	4.2	1.5	-2.5	3.5	1.4	-7.5	1.1
27	CCOC(=O)CN(Cc1sccc1C)C(=O)Nc1cccc(OC)c1	0.3	0.7	-0.4	-12.9	-3.1	0.3	-1.9	-2.0	-5.2	1.6
28	CC(C)C[C@@H](NC(=O)C1CCC(CNC(=O)[C@H](Cc2ccccc2)NC(=O)OC(C)(C)C)CC1)C(=O)O (stereo partly drawn)	34.6	.	-0.4	4.0	-2.8	-1.2	-6.4	-0.5	-0.8	.
29	CS(=O)(=O)N(CC(=O)N1CCCC1)c1ccc2c(c1)OCCO2	-13.9	0.2	-0.1	-0.3	-18.0	0.4	1.5	-3.9	0.0	-1.1
30	COc1ccc(/C=C/C(=O)C2(O)CCCCC2)cc1OC	.	1.2	-0.4	3.5	-2.2	0.6	1.9	-2.7	0.0	1.4
31	O=C(CCN1Cc2ccccc2C1)c1ccc2c(c1)OCCO2	-1.2	3.1	-1.4	-8.1	100.0*	0.1	-14.7	.	-3.7	-0.8
32	COCCn1nnnc1C(c1cc2cc(OC)ccc2[nH]c1=O)N1CCC(Cc2ccccc2)CC1 (stereo not drawn)	-15.1	-0.1	-0.7	-13.1	9.9	-0.3	6.4	-0.7	2.7	0.7
33	CN(C)S(=O)(=O)N(CCN1CCOCC1)Cc1ccccc1F	-1.1	2.1	-0.1	8.4	8.8	-0.3	-2.5	1.3	-3.0	-1.7
34	O=C(Cc1cccc(C(F)(F)F)c1)NCc1ccc(Cl)cc1	-7.1	2.0	-1.9	-9.7	-0.4	2.1	-9.1	-3.4	-3.9	-0.9
35	COc1ccc(NC(C#N)c2ccc(OC)cc2)cc1 (stereo not drawn)	0.7	-0.5	-0.2	-1.2	10.1	3.0	-5.5	.	-1.0	0.6
36	N#Cc1ccc(S(=O)(=O)N2CCN(c3ncccn3)CC2)cc1	26.9	-1.6	-0.2	-0.6	6.9	-0.6	-9.3	-1.0	-2.7	0.2

item	canonical_smiles	PfHsp90 yeast 2	AddAB inh	CAL PDZ inh	PvdQ acylase	Rtt109 HAT inh	phage Ecoli inh	Tat export inh	Wnt act	DAGLB inhibitor	E coli growth
37	Nc1nn(-c2cccc(F)n2)cc1-c1ccc(Cl)cc1	-15.7	.	0.2	-7.5	3.1	3.6	2.7	8.9	-5.6	.
38	CC(C)C1Cc2ccccc2-c2[nH]c(=S)[nH]c(=O)c21 (stereo not drawn)	.	7.2	.	.	.	2.2	.	1.6	.	1.2
39	COc1ccc(NC(=O)Nc2ccccc2C)c(OC)c1	-8.0	1.1	-0.9	-3.6	13.9	0.2	-0.3	.	-0.4	1.4
40	COc1ccccc1N1CCN(CCC(=O)Nc2ccc3c(c2)OCO3)CC1	49.2	1.0	0.5	-8.4	-9.0	4.6	3.3	-0.7	0.3	-2.7
41	CC1(C)Cc2ccccc2C(=NCC(=O)O)N1	5.6	2.7	-0.5	-8.1	5.7	3.4	-4.4	-1.5	0.0	1.1
42	CC(C)c1ccccc1NC(=O)CNCCc1ccc(C(F)(F)F)cc1	24.2	1.1	0.5	2.2	22.3	2.0	19.3	-1.4	-9.4	1.9
43	NC(=O)c1ncn([C@@H]2O[C@H](CNCc3cccc4c3sc3ccccc34)[C@@H](O)[C@H]2O)n1	-6.0	.	-1.3	-9.7	2.6	0.0	3.6	-2.4	-6.4	.
44	FC(F)(F)C(Oc1nc(NC2CCCCC2)nc(N2CCOCC2)n1)C(F)(F)F	-48.8	1.1	-0.2	6.6	1.7	1.2	-3.5	1.6	-7.2	-0.7
45	Cc1cc(C)c(NC(=O)CNC(=O)CN(C)Cc2ccc(Br)s2)c(C)c1	-4.8	-0.2	-0.1	3.2	-3.1	0.4	4.4	-3.5	-5.9	0.2
46	COc1cc(CNc2ccc(CNc3ncn[nH]3)cc2)cc(Cl)c1OCc1ccccc1	-4.1	3.2	-0.1	-0.2	-7.0	4.3	-4.1	.	2.6	1.1
47	CCc1ccc(S(=O)(=O)N/N=C\c2cn(CC(N)=O)c3ccccc23)cc1	-15.4	.	-1.7	-3.1	0.3	0.7	12.5	1.0	0.8	.
48	O=C(COC(=O)c1ccc(O)cc1)Nc1ccc(S(=O)(=O)N2CCOCC2)cc1	4.3	1.9	-0.8	-7.3	0.6	0.0	-15.0	1.4	0.7	-0.5
